hiPSC survival – hiPSC single-cell survival enhancement; ATPlite luminescence; 100% = ROCK inhibitor wells, 0% = DMSO; 360,000 compounds, 0.044% hits; survival enhancement, % at 20 µM; AID 602274; in the data active means survival enhancement above about 18%;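 further: cells exposed to compounds for 16 hours before the ATP read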
HIF-2a block – blocks HIF-2a reporter activity | 360,000 compounds, 0.72% hits | AID 624352 | inhibition, % at 18.8 µM | 786-0 RCC cells HIF-2a reporter, luciferase luminescence, overnight;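 active means inhibition of the luminescence signal of 40% or more relative to plate controls, in a single-dose primary screen at 18.75 µM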
Peg3 promoter – reduces Peg3 promoter-driven luciferase expression in HeLa; HeLa PEG-Prom luciferase reporter, luminescence, overnight; inhibition, % at 20 µM; 360,000 compounds, 1.7% hits; AID 588405;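 active means inhibition of at least 50% at 20 µM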
TRPM1 prom inh – MITF TRPM1 promoter inhibition in SK-MEL-5 cells | 330,000 compounds, 0.83% hits | SK-MEL-5 TRPM1 promoter luciferase, 24 h | inhibition, % at 12.5 µM | AID 488899;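 active means mean inhibition across replicates of 60% or more, whatever share of single replicates reaches that level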; further: values of inactives mirror those of a sister screen read the other way
KKLEB cytotox – CF airway cell cytotoxicity counter-screen | KKLEB CF airway cells viability, ATPlite luminescence, overnight; stronger effect = lower value; cells stimulated with P. aeruginosa culture filtrate | activity change (cytotoxicity), % at 5 µM | 360,000 compounds, 0.36% hits;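 active means corrected activity change at or below -50% at 5 µM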
LMP1 NFkB inh – reduces LMP1-driven NF-kappaB luciferase signal; LMP1-induced NF-kappaB luciferase reporter cells, luminescence; inhibition, % at 12.5 µM; 350,000 compounds, 0.69% hits; in the data active means inhibition above about 41%;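 further: 0% = neutral control wells and 100% = reference inhibitor control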
NR2E3 ag-1 – human photoreceptor-specific nuclear receptor agonism | Q9Y5X4 | AID 602229 | inhibition of corepressor binding, % at 3.98 µM | 360,000 compounds, 0.35% hits | CHO-S Gal4-NCOR/VP16-NR2E3 two-hybrid, luciferase;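 active means inhibition above the mean of all tested compounds plus 3 SD, cut at about 70% in these data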;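 further: 0% = DMSO with NR2E3 transfected cells and 100% = cells lacking NR2E3 construct; higher means lower luciferase signal from less NR2E3 corepressor binding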
Target sequence (Q9Y5X4 whole entry, looked up, the tested form may be a part): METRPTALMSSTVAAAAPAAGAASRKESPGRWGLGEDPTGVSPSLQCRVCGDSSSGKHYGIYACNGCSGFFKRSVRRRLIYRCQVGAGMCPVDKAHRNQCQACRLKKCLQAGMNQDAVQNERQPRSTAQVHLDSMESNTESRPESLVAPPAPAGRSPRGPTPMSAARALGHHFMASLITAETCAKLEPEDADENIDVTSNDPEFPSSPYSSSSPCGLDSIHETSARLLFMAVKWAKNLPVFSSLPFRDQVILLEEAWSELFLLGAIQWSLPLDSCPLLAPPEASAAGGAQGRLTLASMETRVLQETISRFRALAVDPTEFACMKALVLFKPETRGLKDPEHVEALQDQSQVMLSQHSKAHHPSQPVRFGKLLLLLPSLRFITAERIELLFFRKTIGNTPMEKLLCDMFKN
CF NFkB block – blocks PAF-induced NF-kB reporter in cystic fibrosis cells. 360,000 compounds, 0.86% hits. KKLEB NF-kB-GFP reporter, GFP fluorescence overnight. inhibition, % at 5 µM. AID 588850;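 active means at least 50% inhibition at 5 µM, scaled per plate between neutral and stimulator controls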;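 further: PAF is a Pseudomonas aeruginosa culture filtrate used as stimulus; plate controls were PAF-stimulated DMSO wells for no effect and unstimulated DMSO wells for full effect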
TRAIL sens C8 – sensitizes caspase-8 expressing cells to TRAIL; NB7+C8 cells + TRAIL, ATPlite viability luminescence; inhibition (viability loss, TRAIL sensitization), % at 10 µM; 360,000 compounds, 1% hits; AID 624354;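 active means compounds causing at least 50% loss of cell viability in the single-dose screen, relative to plate controls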
Shn3 3UTR inh – inhibitors of Schnurri-3 3'UTR reporter in osteoblasts; Clone20 osteoblast Shn3 3'UTR firefly luciferase, 24 h; inhibition, % at 12.5 µM; 360,000 compounds, 0.52% hits; AID 588674;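 active means mean inhibition of at least 75% with every replicate also reaching 75%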;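 further: 0% = median of neutral control wells and 100% = pilot-screen positive control compound; some compounds past the cut are filed as inactive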
NR2E3 ag-2 – NR2E3 (human) agonism; AID 2300; GST-NR2E3/biotin-RetCOR TR-FRET, 1536-well; 320,000 compounds, 0.12% hits; inhibition of corepressor binding, % at 4.78 µM; Q9Y5X4;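 active means percent inhibition above the cutoff of mean plus 3 SD of all tested compounds, set per screening campaign, cut at about 20% in these data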;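 further: 0% = DMSO wells and 100% = biotin wells as full block of FRET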
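Test system – NR2E3–RetCOR corepressor complex · Quantity – NR2E3 fusion 1.35 nM · Buffer or medium – Tris pH 7.5 · Incubation – Compound–protein incubation for 5 h at 4 °C · Technique – TR-FRET, Eu(K)-anti-GST donor, streptavidin-D2 acceptor, ex 340, em 617/671 nm · Evaluation – percent inhibition of 671/617 nm emission ratio versus biotin and DMSO controls · Plate – 1536-well format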
Numbers without * were called inactive; · = not tested or not shown. Some of the compounds tested (hit frequency here may not be typical).

SMILES	hiPSC survival	HIF-2a block	Peg3 promoter	TRPM1 prom inh	KKLEB cytotox	LMP1 NFkB inh	NR2E3 ag-1	CF NFkB block	TRAIL sens C8	Shn3 3UTR inh	NR2E3 ag-2
CCCn1ncc(CN2CCC(Cc3cccc(F)c3)(C(=O)OCC)CC2)c1C	-0.8	13.1	6.8	1.8	-2.2	-0.2	2.4	-3.1	4.6	2.4	-2.0
O=C1OCCC1Sc1nc2cc(Cl)ccc2s1 (configuration not stated)	-0.5	-7.3	-8.2	-5.1	-1.9	2.3	9.6	-6.3	-9.0	-3.7	5.4
CCCCNCCCOc1cccc(Cl)c1Cl	-0.5	-19.2	-6.6	-17.8	-1.5	-4.0	-16.5	15.6	13.5	-5.8	3.0
O=[N+]([O-])c1ccc(NCCOc2ccccc2Cl)nc1	-0.5	-158.3	-78.2	·	7.1	-3.9	-65.2	-19.1	-1.5	-51.3	-5.5
O=C(CSc1nnc(Cn2c(=O)sc3ccccc32)n1-c1ccccc1)NCC1CCCO1 (configuration not stated)	-0.8	-3.1	-15.0	6.1	3.4	-5.3	2.8	-11.0	-0.1	-4.1	0.8
CCN(c1ccccc1)S(=O)(=O)c1ccc(Cl)c(NC(=O)CN(C)C2CCN(C)CC2)c1	0.8	-1.5	4.4	-12.8	-0.7	-3.9	-12.3	-4.6	-1.6	3.5	0.5
O=C(Cc1ccccc1)NNC(=S)NC(=O)c1cccnc1	-0.3	11.3	14.1	-11.3	7.6	-2.8	-32.2	3.7	0.9	-2.5	-0.9
O=C(NCCN=C1NS(=O)(=O)c2ccccc21)c1ccncc1	-1.7	16.1	6.2	1.7	8.6	-2.9	-15.2	3.1	-7.7	-3.1	-0.8
CCCC(=O)Nc1ccc2c(c1)nc(CCNC(=O)c1ccccc1)n2C	-1.3	0.6	1.9	4.9	9.4	1.8	2.2	-9.5	-8.3	0.4	0.5
O=c1c2sc3ccccc3c2[nH]c(=S)n1CCN1CCOCC1	0.1	-9.1	11.1	-7.4	-4.1	0.2	-15.4	-1.7	-8.2	5.2	0.5
CC1CC(C)CN(Cc2nc(N)nc(Nc3ccccc3)n2)C1 (configuration not stated)	3.0	9.8	12.5	11.5	-2.0	-5.1	-19.1	-0.3	-10.2	0.2	-3.1
Cc1c(C(=O)Nc2ccc(F)cc2)c2ccccn2c1CCc1ccncc1	0.4	-167.5	-93.3	-47.6	-6.3	-0.3	-66.9	7.7	7.7	-24.2	-2.1
COc1ccccc1N1C(=O)C(Cl)=C(N2CCCC2)C1=O	-0.7	10.9	6.3	9.8	8.6	-7.0	7.5	-11.5	-2.6	-13.9	1.1
O=C(O)c1ccccc1-n1c2ccccc2c2ccccc21	-0.3	8.5	15.0	-1.1	8.2	-3.6	-1.9	5.5	-16.1	10.0	-0.2
O=C(CNC(=O)N1CC(=O)Nc2ccccc21)NCCc1ccc(Cl)cc1	-0.3	-1.7	12.8	16.6	5.9	-2.6	-42.2	-0.6	-1.0	-5.3	-2.3
Cc1cscn1	-0.9	-0.7	-9.4	9.6	5.0	-5.5	-2.6	-13.7	0.3	-6.3	2.4
CCOC(=O)c1c(NC(=O)C2CCCCC2C(=O)O)sc2c1CCCCC2 (configuration not stated)	4.4	14.3	21.5	-8.1	8.9	10.8	-4.3	-12.1	-1.9	-11.9	-0.1
Nc1ccccc1C#CCCCCO	7.2	-52.1	-45.0	-7.0	10.3	-2.2	2.5	-7.5	-11.6	-16.6	0.5
COc1cccc2cc(-c3cc(=O)oc4ccc(OCC(C)=O)cc34)oc12	-0.4	-5.3	47.5	4.7	-8.1	1.5	-3.0	-40.3	24.7	16.8	1.5
Cc1ccc(SCCC(=O)NCC2CCCO2)cc1 (configuration not stated)	-1.4	-19.8	-16.8	-2.3	3.7	0.2	16.1	-18.0	1.9	2.8	-1.3
CN1C(=O)N(C)C2C1N(CN1CCCCC1)C(=O)N2CN1CCCCC1 (configuration not stated)	1.2	10.3	14.9	0.8	2.1	-7.6	-12.1	-2.0	-1.9	1.0	2.3
CCc1c(C)n([O-])c2c([n+]1=O)CCCCC2	-2.7	6.7	1.6	1.4	7.9	1.2	-28.3	-1.6	-13.4	-8.5	0.8
COc1ccc(-n2nc([N+](=O)[O-])c(=NCCc3ccc(Cl)cc3)n2O)cc1	2.1	-53.4	-0.7	-4.1	16.4	3.7	-5.3	1.5	1.1	-11.4	1.1
COc1ccccc1N1CCN(C(=O)c2oc3ccc(F)cc3c2C)CC1	5.1	9.4	30.0	-2.7	-4.4	-19.9	-19.7	13.3	-7.6	-2.9	2.0
CCOC(=O)NC(=O)CSc1nc2ccc([N+](=O)[O-])cc2[nH]1	-0.4	-21.4	1.8	11.2	-0.2	-1.5	-10.0	-1.7	3.7	-26.8	0.5
The listing continues.
SMILES	hiPSC survival	HIF-2a block	Peg3 promoter	TRPM1 prom inh	KKLEB cytotox	LMP1 NFkB inh	NR2E3 ag-1	CF NFkB block	TRAIL sens C8	Shn3 3UTR inh	NR2E3 ag-2
CCOc1cccc(C(=O)Nc2ccc(S(=O)(=O)Nc3cc(C)on3)cc2)c1	0.5	11.4	20.4	6.5	9.3	-1.9	-23.7	13.5	13.3	9.5	1.6
COc1cccc(-c2csc(NC3OC(=O)c4c3ccc(OC)c4OC)n2)c1 (configuration not stated)	-0.3	-129.1	-114.5	·	7.9	·	-28.2	1.2	-13.6	-29.8	2.6
COc1ccc(NC(=O)C(c2ccc(Cl)cc2)C(C)C)cn1 (configuration not stated)	0.0	16.8	-0.3	6.4	-12.1	-3.5	-9.2	7.4	-0.5	9.3	-0.4
Cc1ccc(CNC(=O)C2CCC(CNS(=O)(=O)c3cccs3)CC2)cc1 (configuration not stated)	-0.5	5.1	10.8	2.7	0.3	2.8	12.0	2.1	-0.8	16.1	1.8
CCCS(=O)(=O)NC(=O)C1(C)CCCN(C(=O)c2oc3ccccc3c2C)C1 (configuration not stated)	0.4	-9.5	-1.1	·	4.7	·	-39.5	-7.6	-7.6	-8.8	·
O=C(CCc1ccc(Oc2cc([N+](=O)[O-])cc([N+](=O)[O-])c2)cc1)Nc1cccc(Cl)c1	-0.4	9.1	25.7	-3.1	-4.9	-6.6	-10.3	17.7	-5.4	-1.9	0.0
COC(=O)c1c(C)[nH]c(C(=O)C(C)Sc2nnc(-c3cc(OC)c(OC)c(OC)c3)o2)c1C (configuration not stated)	0.3	25.5	4.4	9.4	1.5	10.8	-8.1	-7.6	26.2	31.0	-0.1
Cc1cccc(C(=O)OCC(=O)Nc2sccc2C(N)=O)c1C	6.5	4.8	17.3	·	2.6	-0.6	-2.8	1.5	6.4	-8.5	·
O=C1C(C2=NC(c3ccccn3)C3C(=O)N(c4ccccc4)C(=O)C23)=C(O)c2ccccc21 (configuration not stated)	0.6	13.9	10.0	5.4	-2.9	-6.3	-11.5	11.3	0.0	-0.7	2.3
CC(C)C[C@H]1CNC(=S)N1C[C@H]1CCCN1C[C@H](CC(C)C)N1C[C@H](Cc2ccccc2)N(CCc2ccccc2)C1=S	-0.5	0.6	11.8	·	-3.2	·	31.4	36.9	3.2	13.2	·
Cc1n[nH]c(=O)nc1NCC1CCCO1 (configuration not stated)	0.7	11.9	-3.2	2.0	-6.6	3.4	-13.2	11.5	-3.8	2.2	-0.8
COCCN(C(=O)CSc1ccc2c(c1)OCCO2)c1c(N)n(CC(C)C)c(=O)[nH]c1=O	0.3	1.0	-10.5	3.1	-12.6	4.9	-7.4	19.5	3.2	11.6	·
CC(C)Nc1nc(-c2ccncc2)nc(-c2ccc(Cl)cc2)c1C#N	0.9	5.4	-1.2	-12.6	10.4	-1.1	0.4	-29.7	11.9	-9.6	1.9
CC1=NN(c2nc(-c3ccc(C)cc3)cs2)C(=O)C1N=Nc1ccc(C(N)=O)cc1 (configuration not stated)	5.7	6.9	102.4*	101.6*	-66.1*	12.8	-22.1	76.1*	45.3	65.7	2.1
CN(c1ccccc1)S(=O)(=O)c1cccc(NC(=O)CCNC(=O)c2ccc(Cl)cc2)c1	-1.5	14.1	17.9	7.3	11.7	6.2	-7.8	-23.2	9.7	11.7	-0.4
Cc1noc(C)c1C(=O)N1CCN(c2ccc(OCc3ccccc3)cc2)CC1	0.1	-1.4	6.5	-11.8	0.8	7.3	10.6	-12.3	-0.4	2.0	-0.9
CC#CC[N+](C)(C)CC(=O)c1ccccc1	-0.5	-4.0	15.0	5.2	7.7	2.7	-3.5	-9.4	-10.0	8.1	1.9
COc1ccc(N2CCC(CNC(=O)Nc3cccc(OC)c3)C2)cc1 (configuration not stated)	1.0	1.7	5.3	7.9	5.6	-7.1	-19.5	-13.6	-8.2	0.9	-6.0
COc1cc(CN(C)C(=O)C2CCN(S(=O)(=O)c3cccs3)CC2)ccc1OC(F)F	-0.4	23.7	11.3	5.2	-5.5	5.7	12.4	20.5	9.5	19.4	·
O=C1CCCN1CC(=O)N1CCCC(Nc2cccc(F)c2)C1 (configuration not stated)	-0.5	-1.9	-1.5	12.5	7.3	34.3	-31.6	-14.6	-5.9	2.3	2.1
Cc1cc(N2CCC(C)CC2)n2ncc(-c3ccccc3)c2n1	-1.4	-24.0	-174.6	-8.2	-7.8	-1.4	12.2	10.8	25.1	-9.9	1.1
CCN(C(=O)COn1nnc2ccc(S(=O)(=O)N(C)C)cc21)C1CCS(=O)(=O)C1 (configuration not stated)	0.5	4.5	1.2	·	-11.0	-1.1	14.7	11.3	18.9	-6.3	5.0
COc1cccc(C2C3=C(CC(C)(C)CC3=O)Nc3n[nH]c(C)c32)c1 (configuration not stated)	0.4	-15.2	23.7	-3.3	-13.2	-45.0	-10.0	0.7	-6.1	6.6	3.2
C=CCn1c(SCC(=O)Nc2ccc(-c3nc4ccc(C)cc4s3)cc2)nnc1-c1ccncc1	-2.0	-190.7	-226.5	-33.3	4.6	-12.0	-133.2	14.8	10.8	-34.4	-1.1
Cc1cccc(NC(=S)NCCN2CCOCC2)c1	-0.8	-21.3	-36.8	-5.8	3.0	-32.8	-16.3	-4.4	-6.3	-23.7	1.0
N#Cc1c(NC(=O)C2CC(c3ccccc3Cl)=NO2)sc2c1CCC2 (configuration not stated)	-2.2	-107.1	-14.3	1.9	20.7	7.3	-20.4	-0.4	18.1	-5.9	-1.6

Compound activity deposited in PubChem BioAssay by several laboratories.
